Bioassay records deposited in PubChem BioAssay by several laboratories.
TcdB GH inh: inhibitors of Clostridioides difficile toxin B glycohydrolase; P18177; TcdB glycohydrolase enzymatic assay, plate reader; inhibition, % at 9.99 µM; 350,000 compounds, 0.24% hits; in the data active = inhibition above about 10%
Y pestis TopoI: inhibitors of Yersinia pestis topoisomerase I | Y. pestis Topo-I cleavage product accumulation, plate reader | activity, % at 10 µM | 360,000 compounds, 0.064% hits; in the data active = activity above about 50%, passing the limit was not always enough; also: inactives centre near 2
MazEF act: activators of E. coli MazEF toxin-antitoxin RNase; 350,000 compounds, 0.32% hits; activation, % at 20 µM; FAM/BHQ RNA-DNA oligo cleavage fluorescence, 5 h; P0AE70; in the data active = activation above about 50%
Target sequence (P0AE70 whole entry, looked up): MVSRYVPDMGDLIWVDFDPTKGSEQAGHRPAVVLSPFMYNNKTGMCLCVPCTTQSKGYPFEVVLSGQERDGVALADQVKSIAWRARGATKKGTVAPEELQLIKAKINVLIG
Rv3671c protease: inhibits the M. tuberculosis serine protease Rv3671c. P9WHR9. inhibition, % at 5.96 µM. 320,000 compounds, 0.048% hits. AID 2606; in the data active = inhibition above about 38%;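 also: extracellular domain of Rv3671c used as enzyme; 0% = enzyme with DMSO and 100% = no enzyme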
Target sequence (P9WHR9 whole entry, looked up, the tested form may be a part): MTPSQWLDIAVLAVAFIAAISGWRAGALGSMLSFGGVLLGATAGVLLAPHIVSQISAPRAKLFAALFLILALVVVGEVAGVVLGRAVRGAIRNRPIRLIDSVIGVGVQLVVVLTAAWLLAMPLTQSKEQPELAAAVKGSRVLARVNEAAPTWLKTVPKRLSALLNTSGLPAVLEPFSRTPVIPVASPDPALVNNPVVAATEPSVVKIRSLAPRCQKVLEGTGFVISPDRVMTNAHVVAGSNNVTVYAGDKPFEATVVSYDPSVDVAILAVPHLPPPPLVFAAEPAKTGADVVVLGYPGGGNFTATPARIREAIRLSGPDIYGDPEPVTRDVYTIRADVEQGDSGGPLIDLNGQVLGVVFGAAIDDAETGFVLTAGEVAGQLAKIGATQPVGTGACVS
Anthrax LF prot: inhibitors of Bacillus anthracis lethal factor protease | multiplex microsphere protease cleavage assay, LF | inhibition, % at 10 µM | 360,000 compounds, 0.12% hits | AID 588501; in the data active = inhibition above about 30%; also: plate controls were buffer without enzyme for full effect and enzyme alone for no effect
DUSP3 inh: blocks human VHR1 dual specificity phosphatase; P51452; AID 1654; 290,000 compounds, 0.52% hits; inhibition, % at 13.3 µM; recombinant VHR phosphatase, pNPP absorbance; in the data active = inhibition above about 50%; also: some compounds called inactive have numbers as strong as hits
Target sequence (P51452 whole entry, looked up): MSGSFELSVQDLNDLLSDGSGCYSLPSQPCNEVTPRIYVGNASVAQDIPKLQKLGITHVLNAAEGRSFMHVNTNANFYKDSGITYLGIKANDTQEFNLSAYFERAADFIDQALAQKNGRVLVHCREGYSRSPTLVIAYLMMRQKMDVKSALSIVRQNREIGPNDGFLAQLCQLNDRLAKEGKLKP
3CLpro inhibitor: SARS-CoV 3CLpro protease inhibition; inhibition, % at 6 µM; AID 1706; recombinant SARS-CoV 3CLpro, quenched FRET peptide cleavage; 290,000 compounds, 0.14% hits; in the data active = inhibition above about 12%
Vc quorum ag: induces V. cholerae light production without autoinducers; V. cholerae BH1578 lux reporter, luminescence, 6 h; activation, % at 18.7 µM; 350,000 compounds, 0.16% hits; AID 588436; in the data active = activation mostly above about 9.7%, no sharp cut-off; also: not every result past the cut was called active; inactives centre near 0; reference of the scale not given here
PfHsp40 rescue: restores yeast growth despite PfHsp40 toxicity; growth rescue, % at 12.5 µM; S. cerevisiae expressing PfHsp40, growth rescue, ATP luminescence; AID 504582; 340,000 compounds, 0.68% hits; in the data active = growth rescue above about 28%, passing the limit was not always enough;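 also: yeast W303a lacking pdr1 and pdr3 grown in galactose medium; growth measured after three days at 30 °C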
SSB-PriA inh: inhibitors of Klebsiella pneumoniae PriA binding to SSB C-terminal tail; AlphaScreen SSBct-PriA binding, biotinylated peptide; inhibition, % at 33 µM; 430,000 compounds, 0.6% hits; in the data active = inhibition mostly above about 37%, no sharp cut-off; inactive = mostly below about 20%;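 also: plate controls were negative control peptide for no effect and reference peptide for full effect; strong numbers were not always called active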
Active calls of the source: *.

`Cn1ncc([N+](=O)[O-])c1C(=O)Nc1nc2ccccc2n1CCN1CCCCC1` gave Y pestis TopoI 1.0, MazEF act 5.2, Rv3671c protease 3.6, Anthrax LF prot -2.4, DUSP3 inh 9.1, 3CLpro inhibitor -4.0, Vc quorum ag -12.5, PfHsp40 rescue -0.8 and SSB-PriA inh -10.6.
`NC1=NS(=O)(=O)NC1c1ccc(Cl)cc1` (stereo unspecified) gave Y pestis TopoI -3.1, MazEF act 6.7, Rv3671c protease 2.2, DUSP3 inh 15.1, 3CLpro inhibitor 3.2, Vc quorum ag -0.3, PfHsp40 rescue -0.7 and SSB-PriA inh 5.6.
CC(C)Cn1c(C(C)NC(=O)Cc2ccccc2)nc2ccccc21 (stereo unspecified) was read as TcdB GH inh 1.8, Y pestis TopoI 5.0, MazEF act -13.5, Rv3671c protease -0.3, Anthrax LF prot -17.1, DUSP3 inh 27.8, 3CLpro inhibitor 0.5, Vc quorum ag inactive, PfHsp40 rescue -0.4 and SSB-PriA inh -6.3.
For Cc1ccc(-n2nc(C)cc2NC(=O)c2ccc(C)s2)cc1 the results were Y pestis TopoI -2.4, MazEF act -6.8, Rv3671c protease 4.3, Anthrax LF prot -2.4, DUSP3 inh -6.0, 3CLpro inhibitor 0.9, Vc quorum ag -0.2, PfHsp40 rescue -1.0 and SSB-PriA inh 2.9.
For COc1ccccc1C(=O)C1CCCN(C(=O)C2=CC(=O)CC(C)(C)O2)C1 (stereo unspecified) the results were TcdB GH inh 0.1, Y pestis TopoI -2.9, MazEF act 1.8, Rv3671c protease -4.9, Anthrax LF prot -2.0, DUSP3 inh 10.4, 3CLpro inhibitor -5.6, Vc quorum ag 0.5, PfHsp40 rescue 0.0 and SSB-PriA inh -1.8.
C=CCn1c(SCc2c(Cl)cccc2Cl)nnc1-c1cccnc1 was read as Y pestis TopoI 1.0, MazEF act -4.4, Rv3671c protease -0.6, Anthrax LF prot -4.6, DUSP3 inh 6.5, 3CLpro inhibitor 0.3, PfHsp40 rescue -0.2 and SSB-PriA inh -2.2.
Oc1cccc2ccc(/C=C/c3ccccc3Cl)nc12 was read as TcdB GH inh -0.6, Y pestis TopoI -1.7, MazEF act -9.1, Rv3671c protease 0.8, Anthrax LF prot -3.0, DUSP3 inh 65.5, 3CLpro inhibitor -3.8, Vc quorum ag -0.5, PfHsp40 rescue 0.4 and SSB-PriA inh -1.3.
COc1ccc(S(=O)(=O)N2CCCC2CNC(=O)C(=O)NCc2cccs2)cc1 (stereo unspecified) was read as TcdB GH inh 1.1, Y pestis TopoI 27.3, MazEF act -5.4, Rv3671c protease 1.8, Anthrax LF prot 4.1, Vc quorum ag -2.8, PfHsp40 rescue 0.4 and SSB-PriA inh -7.7.
Cc1ccc(C)c(N2N=C(C(=O)O)CCC2=O)c1 was read as TcdB GH inh 0.2, Y pestis TopoI -3.5, MazEF act 1.6, Rv3671c protease -4.0, Anthrax LF prot -4.2, DUSP3 inh -2.5, 3CLpro inhibitor -2.9, Vc quorum ag -0.2, PfHsp40 rescue 1.3 and SSB-PriA inh 2.0.
`Cc1cnc(C(=O)OCC(=O)c2c[nH]c3ccccc23)cn1` gave TcdB GH inh 0.3, Y pestis TopoI -10.6, MazEF act 8.5, Rv3671c protease -6.7, Anthrax LF prot 11.5, Vc quorum ag -1.4, PfHsp40 rescue -0.1 and SSB-PriA inh -5.0.
`CCOc1cc2[nH]c(=S)n(CCN3CCCCC3C)c(=O)c2cc1OCC` (stereo unspecified) gave Y pestis TopoI 12.2, MazEF act 12.5, Rv3671c protease -5.3, Anthrax LF prot -14.4, DUSP3 inh 24.5, 3CLpro inhibitor -1.7, PfHsp40 rescue 0.2 and SSB-PriA inh -16.3.
Screening CCOc1ccccc1C(=O)N[C@H](C(=O)NCc1ccccc1)C(C)C returned TcdB GH inh 0.8, Y pestis TopoI -4.0, MazEF act -1.9, Rv3671c protease 7.1, Anthrax LF prot -1.0, DUSP3 inh 17.4, 3CLpro inhibitor -5.0, Vc quorum ag inactive, PfHsp40 rescue 0.4 and SSB-PriA inh -15.7.
Screening COc1ccc(N2CCN(C3CCCN(Cc4cccc(C)c4)C3)CC2)cc1 (stereo unspecified) returned TcdB GH inh 1.8, Y pestis TopoI 13.3, MazEF act 4.6, Rv3671c protease -4.9, Anthrax LF prot 5.6, DUSP3 inh 20.7, 3CLpro inhibitor -1.1, Vc quorum ag inactive, PfHsp40 rescue 0.2 and SSB-PriA inh 9.8.
For Cc1ccc(C)c(OCc2cc(C(=O)N3C[C@@H](C)O[C@@H](C)C3)no2)c1 the results were TcdB GH inh 0.0, Y pestis TopoI 15.6, MazEF act 4.8, Rv3671c protease -0.3, Anthrax LF prot 2.0, DUSP3 inh 16.3, 3CLpro inhibitor 1.1, Vc quorum ag 1.0, PfHsp40 rescue 0.1 and SSB-PriA inh -1.2.
`O=C(Cc1cccc(NC(=O)C2CCCN(C(=O)CCc3ccccc3)C2)c1)Nc1ccc(C(=O)N2CCOCC2)cc1` (stereo unspecified) gave TcdB GH inh -3.1, Y pestis TopoI 24.3, MazEF act -1.9, Anthrax LF prot 1.0, Vc quorum ag inactive, PfHsp40 rescue 2.2 and SSB-PriA inh -5.0.
Screening CC(=O)Nc1ccc(NC(=O)c2nc(-c3ccccc3)oc2C)cc1 returned TcdB GH inh 0.4, Y pestis TopoI -9.7, MazEF act 10.2, Rv3671c protease -17.9, Anthrax LF prot -4.1, DUSP3 inh 18.4, 3CLpro inhibitor 5.4, Vc quorum ag -0.1 and SSB-PriA inh -4.3.
Screening CCOC(=O)C1=C(O)C(=O)NC(c2ccccc2)=C(OCC)C1 returned Y pestis TopoI 0.2, MazEF act 11.9, Rv3671c protease -3.8, Anthrax LF prot 2.1, DUSP3 inh 41.9, 3CLpro inhibitor 4.3, Vc quorum ag -0.2, PfHsp40 rescue -0.8 and SSB-PriA inh -6.7.
Screening O=C(Cn1cc(C(=O)c2ccccc2)c2ccccc21)NCc1ccco1 returned Y pestis TopoI -15.3, MazEF act 1.9, Rv3671c protease 3.4, Anthrax LF prot 0.6, DUSP3 inh 1.9, 3CLpro inhibitor -5.7, Vc quorum ag -0.4, PfHsp40 rescue -0.9 and SSB-PriA inh 15.7.
O=C(O)CC1SC(=O)N(CC(=O)c2ccccc2)C1=O (stereo unspecified) was read as TcdB GH inh 0.6, Y pestis TopoI -0.7, MazEF act -4.0, Rv3671c protease -4.8, Anthrax LF prot -15.4, DUSP3 inh -3.2, 3CLpro inhibitor -0.4, Vc quorum ag 2.0, PfHsp40 rescue -1.1 and SSB-PriA inh -5.1.
Screening COc1ccc(CNC(=O)C2CCN(S(=O)(=O)c3ccccc3)CC2)cc1 returned TcdB GH inh 0.6, Y pestis TopoI 1.8, MazEF act 5.7, Rv3671c protease -1.2, Anthrax LF prot -5.5, DUSP3 inh 7.7, 3CLpro inhibitor 4.7, PfHsp40 rescue -0.2 and SSB-PriA inh 3.2.

The closing two entries of the part above lead into the next:
O=C(O)CC1SC(=O)N(CC(=O)c2ccccc2)C1=O (stereo unspecified) was read as TcdB GH inh 0.6, Y pestis TopoI -0.7, MazEF act -4.0, Rv3671c protease -4.8, Anthrax LF prot -15.4, DUSP3 inh -3.2, 3CLpro inhibitor -0.4, Vc quorum ag 2.0, PfHsp40 rescue -1.1 and SSB-PriA inh -5.1.
Screening COc1ccc(CNC(=O)C2CCN(S(=O)(=O)c3ccccc3)CC2)cc1 returned TcdB GH inh 0.6, Y pestis TopoI 1.8, MazEF act 5.7, Rv3671c protease -1.2, Anthrax LF prot -5.5, DUSP3 inh 7.7, 3CLpro inhibitor 4.7, PfHsp40 rescue -0.2 and SSB-PriA inh 3.2.
Screening COc1ccc(OC)c(/C=C/C(=O)N2CCCc3ccccc32)c1 returned TcdB GH inh 1.4, Y pestis TopoI 6.6, MazEF act 1.1, Rv3671c protease -4.0, Anthrax LF prot 7.1, DUSP3 inh 12.4, 3CLpro inhibitor 0.1, Vc quorum ag 0.6, PfHsp40 rescue 7.1 and SSB-PriA inh 8.8.
CCN(CC)C(=O)c1[nH]cnc1C(=O)N[C@@H](C)C(=O)OCc1ccccc1 was read as TcdB GH inh 1.5, Y pestis TopoI 7.6, MazEF act 1.5, Rv3671c protease -6.2, Anthrax LF prot -7.5, DUSP3 inh 17.5, 3CLpro inhibitor -2.0, Vc quorum ag -0.5, PfHsp40 rescue 1.8 and SSB-PriA inh -8.6.
CCc1ccc(-c2cc3c(=O)n(CC(=O)NCCCN4CCN(CC)CC4)nc(C)n3n2)cc1 was read as TcdB GH inh 2.6, Y pestis TopoI -2.1, MazEF act 17.0, Rv3671c protease 7.8, Anthrax LF prot 2.4, DUSP3 inh 1.6, 3CLpro inhibitor -1.5, Vc quorum ag inactive, PfHsp40 rescue -0.1 and SSB-PriA inh -1.6.
`COc1ccc(NC(=O)CN2C(=O)COc3ccc(S(=O)(=O)N4CCCCCC4)cc32)cc1` gave TcdB GH inh 0.7, Y pestis TopoI 9.8, MazEF act 3.0, Rv3671c protease -18.3, Anthrax LF prot 0.3, DUSP3 inh 31.6, 3CLpro inhibitor -2.2, Vc quorum ag -0.3, PfHsp40 rescue -0.5 and SSB-PriA inh -19.9.
For O=[N+]([O-])c1cccc(NC(=S)N2CCN(S(=O)(=O)c3ccccc3)CC2)c1 the results were TcdB GH inh 2.7, Y pestis TopoI 5.6, MazEF act 6.2, Rv3671c protease 3.9, Anthrax LF prot -6.0, DUSP3 inh 26.4, 3CLpro inhibitor 1.7, Vc quorum ag inactive, PfHsp40 rescue 1.6 and SSB-PriA inh 12.1.
Screening O=C(CN1C(=O)NC2(CCCC2)C1=O)Nc1ccc(F)cc1 returned TcdB GH inh -0.3, Y pestis TopoI 2.9, MazEF act -3.3, Rv3671c protease -1.9, Anthrax LF prot -12.9, DUSP3 inh -2.0, 3CLpro inhibitor 0.0, Vc quorum ag inactive, PfHsp40 rescue 0.0 and SSB-PriA inh -6.6.
CCN(CC)c1ccc(N=Cc2cc(Br)ccc2O)cc1 was read as TcdB GH inh 0.2, Y pestis TopoI 3.9, MazEF act -87.3, Rv3671c protease -14.5, Anthrax LF prot 6.9, DUSP3 inh 1.2, 3CLpro inhibitor 2.9, Vc quorum ag -0.3, PfHsp40 rescue -1.1 and SSB-PriA inh -31.6.
`Cc1ccccc1-c1nn(-c2ccc(F)cc2F)cc1CNCCCN(C)C` gave TcdB GH inh 0.3, Y pestis TopoI -0.9, MazEF act 0.0, Rv3671c protease -10.3, Anthrax LF prot -3.5, DUSP3 inh 22.0, 3CLpro inhibitor 6.5, Vc quorum ag -0.5, PfHsp40 rescue 0.3 and SSB-PriA inh 4.4.
Screening CCOC(=O)c1c(C)[nH]c(N=Nc2ccccc2)c1C returned Y pestis TopoI 9.1, MazEF act -1.2, Rv3671c protease 1.8, Anthrax LF prot -11.3, DUSP3 inh 31.8, 3CLpro inhibitor 5.7, Vc quorum ag inactive, PfHsp40 rescue -0.3 and SSB-PriA inh 69.7.
For CCC(C)[C@H](NC(=O)C1CCN(C(=O)[C@H](Cc2ccccc2)NC(=O)OC(C)(C)C)CC1)C(=O)O (stereo partly specified) the results were TcdB GH inh 1.4, Y pestis TopoI -3.1, MazEF act 5.5, Rv3671c protease 9.7, Anthrax LF prot -4.3, DUSP3 inh -1.2, 3CLpro inhibitor 3.9, Vc quorum ag -1.6, PfHsp40 rescue -0.5 and SSB-PriA inh -5.2.
`NN=C1c2ccccc2-c2ccc(N)cc21` gave TcdB GH inh -14.2, Y pestis TopoI -24.3, MazEF act 10.5, Anthrax LF prot -3.6, Vc quorum ag 3.3, PfHsp40 rescue 0.3 and SSB-PriA inh 27.4.
Screening CCn1c(=O)cc(OCC(=O)Nc2nc(C)cs2)c2ccccc21 returned TcdB GH inh 0.7, Y pestis TopoI 1.8, MazEF act 4.6, Rv3671c protease -21.2, Anthrax LF prot 0.8, DUSP3 inh 6.6, 3CLpro inhibitor -2.1, Vc quorum ag -0.2, PfHsp40 rescue 1.0 and SSB-PriA inh -4.2.

These rows are one share of the data; rates above refer to the full screens.
